# Source: PubChem
# Growth percent in the NCI-60 one-dose screen (48 h, 10 µM unless noted): 100 = growth as untreated, 0 = no growth, -100 = all killed.
# NCI-H322M = NCI-H322M lung cancer | 2.7% of 80,000 active | AID 1794733
# NCI-H522 = NCI-H522 lung cancer; 8% of 78,000 active; AID 1794739
# OVCAR-8 = OVCAR-8 ovarian cancer | 4.4% of 81,000 active | AID 1794782
# OVCAR-3 = OVCAR-3 ovarian cancer. 7% of 79,000 active. AID 1794787
# NCI-H23 = NCI-H23 lung cancer; 4% of 80,000 active
# NCI/ADR-RES = NCI/ADR-RES ovarian cells. 4.4% of 81,000 active. AID 1794790
# OVCAR-5 = OVCAR-5 ovarian cancer. 2.9% of 82,000 active. AID 1794783
# NCI-H226 = NCI-H226 lung cancer | 3.5% of 79,000 active | AID 1794732
# NCI-H460 = NCI-H460 lung cancer | 6.8% of 82,000 active
# * = called active by the depositor; . = no result given; & = joins results of further samples. The calls were made as follows: active = growth percent below 10; inactive = the rest. Outcome played no part in choosing rows; about 11% have a hit in one of these screens.
SMILES,NCI-H322M,NCI-H522,OVCAR-8,OVCAR-3,NCI-H23,NCI/ADR-RES,OVCAR-5,NCI-H226,NCI-H460
CC(C)N(CCOC(=O)c1cc(Br)cc(-c2ccccc2)c1O)C(C)C,88.6,103.5,97.7,108.2,97.2,106.7,104.3,99.6,103.1
O=C1C(Cl)=C(N=Nc2c(Cl)c(O)c3ccccc3c2O)C(=O)c2ccccc21,45.0,72.7,79.1,24.3,68.2,73.8,121.1,90.1,55.7
CN(C)CC#Cc1ccc2ncc(C#N)c(Nc3ccc(F)c(Cl)c3)c2c1,14.9,45.3,45.2,54.9,58.2,42.9,54.8,60.8,50.8
O=S(=O)(Oc1ccc(/C=N/NC(=S)Nc2ccccc2)cc1)C(F)(F)C(F)(F)C(F)(F)C(F)(F)F,110.8,90.7,106.0,114.4,104.2,108.6,103.8,95.7,103.5
O=C(CCc1nnc2sc(C(c3ccccc3)c3ccccc3)nn12)c1nc2ccccc2[nH]1,69.5,30.2,74.5,59.3,60.6,71.5,90.3,87.2,49.5
O=C(NC1=Nc2ccccc2C(=O)NN1)c1cc2ccccc2[nH]1,81.4,83.7,99.3,78.3,93.0,107.9,107.2,93.2,95.4
CCOc1ccc(-n2nc(C(=O)NCc3ccc(OC)c(OC)c3)nc2-c2cc(OC)c(OC)c(OC)c2)cc1,81.6,58.7,94.3,93.5,94.3,82.5,120.5,89.4,101.7
CC(=O)c1ccc([N+](=O)[O-])cc1,102.9,88.8,117.0,110.1,94.3,102.5,94.6,103.6,101.4
O=CNCNC=O,113.8,119.9,113.5,113.4,108.2,121.8,108.1,103.3,124.3
Cc1cnc(Nc2ccc(OCCN3CCCC3)cc2)nc1NCc1ccco1,81.9,70.1,95.1,82.7,70.9,101.1,78.1,45.8,72.8
Oc1c2c(n3cccc13)=c1c(Cl)cccc1=N2,100.5,123.2,103.7,127.5,107.9,.,99.5,110.2,109.1
CN1CCN(c2cccc3c2C[C@H](CN2CCC[C@H]4CCc5cccnc5[C@H]42)NC3)CC1,80.2,93.9,60.0,82.2,89.6,84.7,94.1,76.2,56.1
Cc1ccc(NC(=O)N2NC(c3ccc(Cl)cc3)C=C2c2ccccc2)cc1 (centres undefined),101.7,98.2,100.1,107.6,102.5,109.6,100.4,115.9,108.6
CC(=O)Nc1ccc2c(c1)Cc1cc(NC(=O)/C=C\C(=O)O)ccc1-2,103.8,92.0,107.9,103.3,85.4,96.3,98.2,98.3,102.9
CCOC(=O)c1[nH]n(-c2ccccc2)c(=O)c1/C=N/C(=S)NCCc1ccc(OC)c(OC)c1,106.2,84.2,103.0,112.2,100.4,100.4,105.6,108.5,106.5
COC(=O)c1nc(=S)[nH]c(C(=O)OC)c1C(=O)C(C)(C)C,110.5,104.4,120.9,135.0,101.7,106.8,108.0,100.2,122.7
COc1ccccc1NC(N)=S,95.3,101.6,99.0,105.4,104.1,104.3,88.1,102.0,102.8
CC1(C)C(O)C(C)(C)C1O (centres undefined),111.9&107.2,108.4&99.6,107.8&105.5,118.8&107.8,105.2&111.6,108.1&108.5,109.9&102.0,109.1&97.9,114.7&107.8
C=CCN1CCCC1=O,89.3,101.2,109.9,127.5,105.7,110.3,123.7,101.7,104.9
CC(C)(C(O)c1ccccc1)[N+](=O)[O-] (centres undefined),109.9,106.5,100.2,114.0,96.7,100.7,92.2,102.5,101.3
CCOc1nc(-c2ccccc2)cc2c(O)c(C(=O)NN)[nH]c(=O)c12,103.5,88.5,109.3,79.0,117.2,87.9,106.3,104.8,86.1
Oc1ccccc1-c1nnc(CNc2ccc(F)c(Cl)c2)o1,104.1,69.9,99.6,92.9,84.6,103.9,108.4,.,102.5
CC[C@]1(O)C[C@@H]2CN(CCc3c([nH]c4ccccc34)[C@@](C(=O)OC)(c3cc4c(cc3OC)N(C)[C@H]3[C@@](O)(C(=O)OC)[C@H](OC(=O)CCCBr)[C@]5(CC)C=CCN6CC[C@]43[C@@H]65)C2)C1,38.7,-27.0*,19.4,-1.9*,33.1,13.8,24.9,.,5.8*
Oc1cccc(Nc2nc(-c3ccccn3)cs2)c1,94.6,.,106.3,119.5,106.8,94.6,110.1,.,.
Cn1ncc(CC(=O)O)c1-n1nnc2cc(Cl)ccc2c1=O,80.3,97.3,99.6,114.4,102.1,101.0,98.1,95.2,108.5

# Remaining list, next part.
SMILES,NCI-H322M,NCI-H522,OVCAR-8,OVCAR-3,NCI-H23,NCI/ADR-RES,OVCAR-5,NCI-H226,NCI-H460
Clc1ccc(C2Oc3ccccc3C3CC(c4cccs4)=NN32)c(Cl)c1 (centres undefined),92.0,92.5,97.0,97.3,101.0,96.8,108.7,83.3,99.1
C[n+]1ccc(/C=C/c2ccc(Cl)c(Cl)c2)cc1,100.3,.,96.0,102.6,108.6,114.3,104.3,95.1,103.4
O=S1c2ccccc2N=C(c2cccc3ccccc23)CC1c1cccc2ccccc12 (centres undefined),106.5,79.7,90.6,92.4,90.5,100.6,120.9,80.3,99.5
O=C(CCSSCCC(=O)ON1C(=O)CCC1=O)ON1C(=O)CCC1=O,100.4,94.3,108.6,112.3,101.3,111.9,103.8,95.8,105.3
NS(=O)(=O)c1ccc(-n2nc(-c3ccc(Cc4ccccc4)cc3)ccc2=O)cc1,96.4,.,100.1,98.5,99.5,99.5,94.0,98.8,102.2
O=C(N/N=C/c1ccc(F)cc1)c1ccc(C(F)(F)F)nc1Nc1cccc(C(F)(F)F)c1,-14.5*,-15.9*,9.3*,-7.4*,11.3,-22.9*,-7.8*,9.4*,-17.7*
CC(=O)OCc1cc(C(C)(C)C)c(O)c(C(C)(C)C)c1,112.7,88.6,110.4,109.9,96.1,101.1,107.1,102.2,112.4
O=C(NCc1ccco1)C(=O)N/N=C/c1ccccc1O,49.5,93.0,62.4,78.3,86.1,56.7,85.4,.,42.5
O/N=C(\C=N\O)c1ccccc1,96.8,85.0,101.2,97.1,85.2,.,92.2,94.9,101.7
N#C/C(C(=O)c1ccccc1)=C1/C(=O)Nc2ccc(Cl)cc21,107.0,97.8,93.9,105.8,93.2,101.1,107.6,102.2,103.1
CCCN=C1Nc2ccccc2C(=O)N2CCC[C@@H]12,100.0,84.3,102.4,109.8,98.8,97.2,107.9,96.6,111.2
CC1=C([Se]CC(OC(=O)[C@@H](CO)NC(=O)OC(C)(C)C)C(=O)NC(C)(C)C)C(=O)c2ccccc2C1=O (some centres undefined),-73.1*,-92.8*,-84.9*,-100.0*,-74.5*,-94.7*,-100.0*,-98.5*,-61.7*
Nc1ccc(-c2ccc(NC(=O)c3ccc(-n4c(=O)[nH]c5ccccc5c4=O)cc3)cc2)cc1,93.7,72.7,81.3,100.5,91.8,99.3,113.8,92.1,100.4
CCN1C(=O)N(CC)C2C1NN=c1s/c(=C\c3cc4ccccc4[nH]3)c(=O)n12 (centres undefined),50.6,-12.2*,-14.2*,11.7,34.8,3.6*,33.9,38.6,0.8*
O=C(CN1CCc2ccccc21)NC1=Nc2ccccc2C(=O)NN1,97.1,93.8,102.6,111.8,98.2,100.6,96.9,98.6,108.8
CC(/C=C1\N=C(c2ccccc2)OC1=O)=C\c1ccccc1,107.0,99.9,104.3,100.6,93.4,103.2,99.3,102.1,106.1
CC(C)c1nc2ccccc2n1CC(=O)O,94.3,91.2,94.0,110.5,94.4,107.6,95.0,90.4,94.8
CN(C)c1ccc(/C=C2/C=C(c3ccccc3)OC2=O)cc1,96.9,55.7,100.2,73.7,95.4,73.1,107.7,105.3,102.9
O=C(c1cc2cccnc2n1-c1ccc(Cl)c(Cl)c1)N1CC(C(F)(F)F)C1,88.0,75.6,91.7,82.5,87.3,71.9,89.1,102.1,99.2
CC[C@@H](C)/C=C(C)/C=C/C(O)=C1\C(=O)N[C@@H](Cc2ccc(OC(=O)[C@@](OC)(c3ccccc3)C(F)(F)F)cc2)C1=O,91.0,.,102.9,67.8,99.2,49.6,119.6,103.7,79.8
O=C(Cn1cc(COc2ncnc3c2cnn3-c2ccccc2)nn1)Nc1cccc2ccccc12,93.2,81.1,87.9,108.8,89.0,94.8,98.4,.,93.7
COc1cc2nc(SCc3nnc(NC(=O)c4ccccc4)s3)n(-c3ccc(Cl)cc3)c(=O)c2cc1OC,99.1,94.6,98.7,114.9,103.7,100.0,104.0,98.9,110.3
COc1cc(/C=C2/C(=O)NC(=N)N2C)ccc1O,101.3,94.0,101.3,105.5,102.8,102.4,103.5,99.9,110.7
CN1CCN(CCCOc2cccc3nc(Nc4ccc(F)c(F)c4)ccc23)CC1,-13.6*,-58.6*,24.5,8.4*,36.0,12.1,-20.9*,56.2,-26.0*
COC(=O)C(C(=O)OC)C(C)(Br)C(=O)OC (centres undefined),101.7,85.9,97.3,107.9,108.7,87.0,103.7,93.5,104.6

# Next part; the last 2 above are carried over.
SMILES,NCI-H322M,NCI-H522,OVCAR-8,OVCAR-3,NCI-H23,NCI/ADR-RES,OVCAR-5,NCI-H226,NCI-H460
CN1CCN(CCCOc2cccc3nc(Nc4ccc(F)c(F)c4)ccc23)CC1,-13.6*,-58.6*,24.5,8.4*,36.0,12.1,-20.9*,56.2,-26.0*
COC(=O)C(C(=O)OC)C(C)(Br)C(=O)OC (centres undefined),101.7,85.9,97.3,107.9,108.7,87.0,103.7,93.5,104.6
Cc1cccc(NC2CNC(=O)NC2=O)c1 (centres undefined),112.2,79.4,100.4,113.2,98.7,101.6,94.5,92.8,110.2
CCC1=C[C@@H]2CN(C1)Cc1c([nH]c3ccccc13)[C@@](C(=O)OC)(c1cc3c(cc1OC)N(C=O)[C@H]1[C@@](O)(C(=O)OC)[C@H](OC(C)=O)[C@]4(CC)[C@@H]5C[C@@H]5CN5CC[C@]31[C@@H]54)C2,48.8,-0.7*,8.5*,.,15.7,-28.8*,44.2,35.4,6.6*
CS(=O)(=O)c1ccc(-c2nc3ccccn3c2/C=N/NC(=S)Nc2ccccc2)cc1,91.9,88.1,79.4,110.8,.,99.1,107.0,95.6,95.5
COc1ccc(/C=c2\nc3n(-c4ccccc4)c4nnc(CC#N)n4n-3c2=O)cc1,95.4,93.6,93.8,104.4,94.2,100.7,107.3,91.2,99.9
O=C(Nc1ccccc1)Nc1ncnc2c1ncn2-c1ccc(Cl)cc1,79.3,85.4,83.7,99.5,88.5,74.6,74.5,65.0,46.3
CC(C)(C)c1ccc2ccccc2c1,98.1,99.7,105.1,107.2,106.8,108.9,101.5,100.6,107.7
COc1ccc(Oc2ccc(C3=NN(c4nc(-c5ccc(OC)cc5)c(C#N)c(N5CCOCC5)n4)C(c4cc(OC)c(OC)c(OC)c4)C3)cc2)cc1 (centres undefined),97.1,89.7,98.1,105.2,92.9,94.7,106.2,97.3,101.0
Nc1c(Cl)cc(Br)c(Cl)c1Br,.,100.0,108.5,126.1,111.9,107.0,108.8,.,107.1
CC[n+]1c(/C=C/C=C2\N(C)c3ccccc3C2(C)C)sc2ccccc21,25.6,9.1*,12.8,8.9*,20.0,30.4,27.4,20.0,7.6*
O=C(Nc1ccc(F)cc1)Nc1nc2ccc([N+](=O)[O-])cc2s1,7.5*,-23.7*,11.4,22.6,-11.8*,6.4*,24.0,1.4*,-3.0*
O=C1C(SCc2ccccc2)=C(Cl)CN1c1ccc(Cl)cc1,98.2,-59.6*,95.2,.,80.5,105.0,109.1,99.0,105.9
COc1cccc(/C=C\C(=O)c2ccccc2)c1,85.0,81.2,81.4,-4.3*,86.7,88.0,94.7,76.7,78.0
O=C1/C(=C/c2ccc(OCCCOc3ccccc3)cc2)N=C2SCCCN12,107.6,75.5,89.6,94.3,78.2,95.7,110.0,74.8,99.5
CCCCCCCn1c(=O)c2c(nc(NCCc3ccc(OC)c(OC)c3)n2C)n(C)c1=O,91.2,76.4,68.5,93.9,84.0,76.5,96.6,84.5,89.2
CCO/C=N/c1oc(-c2ccccc2)cc1C#N,92.7,89.6,100.0,103.2,109.6,101.5,101.6,99.7,103.8
O=C(c1sc(-c2cccc(C(F)(F)F)c2)cc1O)N1CCOCC1,95.8,65.8,89.2,98.6,90.9,88.0,103.8,95.9,97.5
C=CC(=O)N1CCN(c2ccc3cccc(NC(=O)c4cnc(C)cn4)c3n2)CC1,21.2,10.4,27.2,43.5,66.7,30.9,71.5,42.9,34.7
O=c1[nH]c(Nc2ccc(Cl)cc2)nc2[nH]ncc12,93.0,95.7,97.4,98.1,88.8,98.2,69.0,77.1,105.5

# Reprinted at random: seven entries already listed
SMILES,NCI-H322M,NCI-H522,OVCAR-8,OVCAR-3,NCI-H23,NCI/ADR-RES,OVCAR-5,NCI-H226,NCI-H460
CCO/C=N/c1oc(-c2ccccc2)cc1C#N,92.7,89.6,100.0,103.2,109.6,101.5,101.6,99.7,103.8
O=C(Nc1ccccc1)Nc1ncnc2c1ncn2-c1ccc(Cl)cc1,79.3,85.4,83.7,99.5,88.5,74.6,74.5,65.0,46.3
CC(C)(C)c1ccc2ccccc2c1,98.1,99.7,105.1,107.2,106.8,108.9,101.5,100.6,107.7
Nc1c(Cl)cc(Br)c(Cl)c1Br,.,100.0,108.5,126.1,111.9,107.0,108.8,.,107.1
O=C(Nc1ccc(F)cc1)Nc1nc2ccc([N+](=O)[O-])cc2s1,7.5*,-23.7*,11.4,22.6,-11.8*,6.4*,24.0,1.4*,-3.0*
CC[n+]1c(/C=C/C=C2\N(C)c3ccccc3C2(C)C)sc2ccccc21,25.6,9.1*,12.8,8.9*,20.0,30.4,27.4,20.0,7.6*
CCCCCCCn1c(=O)c2c(nc(NCCc3ccc(OC)c(OC)c3)n2C)n(C)c1=O,91.2,76.4,68.5,93.9,84.0,76.5,96.6,84.5,89.2
